TR-FRET SRC-2 ct: TR-FRET signal artefacts, primary screen, artefact control for PPARgamma SRC-2 agonist project, biochemical. TR-FRET artefact counter-screen; active compounds read high. TR-FRET ratio at 8 µM. actives 0.4% (n = 200,000). AID 1049, 2008; in the data active = TR-FRET ratio above about 2000; also: inactives centre near 1500
RAM inhibit: inhibitors of the yeast RAM network, primary screen, dse1pr::URA3 reporter, 5-FOA selection. actives 1.8% (n = 190,000). inhibition, % at 50 µM. S. cerevisiae dse1pr::URA3 reporter, 5-FOA growth OD615, 2 d; analog-sensitive cbk1-as2 kinase mutant strain. AID 868, 2007;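 active = inhibition above a set limit, 3 SD over mean compound inhibition, cut at about 8.4% in these data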;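 also: 0% = DMSO-only wells with no growth and 100% = 10 µM 1-NA-PP1 full growth; inhibition rescues growth on 5-FOA so higher OD means more RAM inhibition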
TLR4-MyD88 BLA: inhibitors of TLR4-MyD88 association in cells, primary screen, cell-based, HeLa CL3-4, BLA complementation, FRET ratio. HeLa CL3-4 TLR4/MyD88 BLA complementation. actives 0.18% (n = 200,000). AID 861, 2007. Toll-like receptor 4 (Homo sapiens) + Myeloid differentiation primary response protein …. inhibition, % at 8.4 µM; in the data active = inhibition above about 25%;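 also: 0% = vehicle and 100% = reference inhibitor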
PPARg SRC-3 ag: PPARgamma agonists recruiting SRC-3 coactivator, primary screen, biochemical; AID 731, 2007; actives 0.26% (n = 200,000); activation, % at 8 µM; Peroxisome proliferator-activated receptor gamma (Homo sapiens), P37231; biochemical PPARgamma/SRC-3 coactivator recruitment assay; in the data active = activation above about 23%;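 also: 0% = DMSO and 100% = reference agonist; some compounds past the cut are filed as inactive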
Target sequence (P37231 whole entry, looked up): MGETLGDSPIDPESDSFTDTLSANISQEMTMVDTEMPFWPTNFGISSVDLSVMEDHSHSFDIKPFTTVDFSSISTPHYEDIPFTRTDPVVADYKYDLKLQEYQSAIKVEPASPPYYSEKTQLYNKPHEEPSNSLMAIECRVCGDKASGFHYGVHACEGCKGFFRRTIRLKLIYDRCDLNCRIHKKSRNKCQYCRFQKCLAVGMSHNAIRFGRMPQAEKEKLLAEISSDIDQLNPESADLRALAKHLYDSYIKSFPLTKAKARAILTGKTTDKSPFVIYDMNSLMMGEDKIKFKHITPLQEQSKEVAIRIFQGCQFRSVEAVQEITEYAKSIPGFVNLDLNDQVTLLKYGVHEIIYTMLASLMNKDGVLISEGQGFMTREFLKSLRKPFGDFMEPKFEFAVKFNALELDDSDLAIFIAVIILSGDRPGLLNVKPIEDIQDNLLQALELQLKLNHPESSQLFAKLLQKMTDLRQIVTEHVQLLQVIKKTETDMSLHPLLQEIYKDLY
ROMK primary: ROMK potassium channel modulators, primary screen, cell-based, thallium flux, MLSMR library; Tet-inducible ROMK, thallium flux fluorescence; actives lie on both sides; B-score at 10 µM; actives 2% (n = 130,000);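 active = signal ratio slope over the read window, or its plate-corrected B-score, at least 3 SD from the plate mean, either direction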;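 also: B-score of the F/F0 ratio slope over 7 to 12 s after thallium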
PPARg SRC1 recr: PPARgamma agonists recruiting SRC-1 coactivator, primary screen, biochemical | Peroxisome proliferator-activated receptor gamma (Homo sapiens), P37231 | PPARgamma-SRC-1 coactivator recruitment biochemical assay | activation, % at 8 µM | actives 0.41% (n = 200,000) | AID 631, 2007; in the data active = activation above about 19%;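 also: 0% = DMSO and 100% = reference agonist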
STAT1 blocker: STAT1 signaling inhibitors, primary screen, cell-based, HTS, luciferase reporter; NIH 3T3 STAT1-luciferase reporter, IFN-gamma, luminescence; inhibition, % at 5.5 µM; actives 0.35% (n = 200,000); AID 920, 2007;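 active = inhibition above a set limit, the mean inhibition across all tested compounds plus 3 SD, cut at about 34% in these data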;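 also: 0% = IFN-gamma with DMSO and 100% = IFN-gamma with 300 µM nifuroxazide; values of inactives mirror those of a sister screen read the other way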
PPARg SRC-2 ag: agonists of PPARg-SRC-2 recruitment, primary screen, biochemical, HTS; Peroxisome proliferator-activated receptor gamma (Homo sapiens), P37231; PPARgamma LBD-SRC-2 recruitment; activation, % at 8 µM; actives 0.34% (n = 200,000); AID 1032, 2008; in the data active = activation above about 22%;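 also: 0% = vehicle and 100% = reference agonist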
STAT3 blocker: IL-6 driven STAT3 reporter inhibitors, primary screen, U3A cells, luciferase, luminescence, MLSCN library. actives 0.89% (n = 190,000). AID 862, 2007. IL-6 STAT3-luciferase reporter; host cell line lacks STAT1. inhibition, % at 5.5 µM;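 active = inhibition above the mean inhibition across all screened compounds plus 3 SD, cut at about 44% in these data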;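 also: 0% = DMSO only wells and 100% = 100 µM nifuroxazide control wells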
STAT3 activator: IL-6 driven STAT3 reporter potentiators, primary screen, U3A cells, luciferase, luminescence, MLSCN library; IL-6 STAT3-luciferase reporter; 100% = signal with IL-6 EC80 alone; actives 0.91% (n = 190,000); activation (% of control), % at 5.6 µM;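 active = activation above the screen-wide mean of compound activation plus 3 SD, cut at about 130% in these data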;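 also: 0% = background luminescence of wells with medium and substrate only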
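Test system: STAT3-luciferase reporter U3A cells; Detection: reporter luminescence signal; Times: 1 h compound pre-exposure, 6 h IL-6 stimulation, 37 °C; Benchmarks: IL-6-only high control; Also added: IL-6 stimulus at 33 ng/mL final.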
S1P3 antagonist: S1P3 receptor antagonists, primary screen, cell-based | CHO S1P3 NFAT-BLA reporter, FRET fluorescence, antagonist mode | inhibition, % at 4.98 µM | actives 0.27% (n = 170,000);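 active = inhibition above the plate cutoff, the mean inhibition of test wells on that plate plus 3 SD, cut at about 28% in these data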;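 also: cells challenged with S1P at its EC80 of 0.8 µM; blue over green emission ratio from cleaved BLA substrate after 4 h stimulation; 0% = S1P-stimulated wells and 100% = unstimulated DMSO-only wells; some compounds past the cut are filed as inactive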
Target sequence (Q99500 whole entry, looked up): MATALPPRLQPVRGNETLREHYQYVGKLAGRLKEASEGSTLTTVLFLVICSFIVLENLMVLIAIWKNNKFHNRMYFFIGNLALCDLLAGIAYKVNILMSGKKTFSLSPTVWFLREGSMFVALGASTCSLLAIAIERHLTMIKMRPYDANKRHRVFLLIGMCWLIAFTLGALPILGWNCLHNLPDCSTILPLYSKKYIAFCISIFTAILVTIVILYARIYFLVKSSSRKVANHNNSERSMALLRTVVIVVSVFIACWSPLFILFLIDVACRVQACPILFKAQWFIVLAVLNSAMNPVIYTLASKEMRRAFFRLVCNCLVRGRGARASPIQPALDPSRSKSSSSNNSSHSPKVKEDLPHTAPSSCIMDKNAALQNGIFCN
Active calls of the source: *; . = no result given. No enrichment for hits. About 5.6% of those tested had a hit in this group.

structure	TR-FRET SRC-2 ct	RAM inhibit	TLR4-MyD88 BLA	PPARg SRC-3 ag	ROMK primary	PPARg SRC1 recr	STAT1 blocker	PPARg SRC-2 ag	STAT3 blocker	STAT3 activator	S1P3 antagonist
CN(C)C(=O)c1ccc(NC(=O)c2cc(-n3cnnc3)ccc2Cl)cc1	1648	1.5	-14	1	0.48	5	9	0	-1	99	-11
O=C(Nc1ccc2snnc2c1)N1CCSCC1	1832	0.4	-9	9	0.44	8	1	8	10	94	.
Cc1ccc(NC2=C(NC(=O)c3ccccc3)C(=O)c3ccccc3C2=O)cc1Cl	1796	4.0	-13	4	.	9	11	9	-17	110	-5
O=C(O)C1=C(C(=O)Nc2cccc(C(F)(F)F)c2)CCCC1	1644	-0.4	-23	0	0.74	8	4	-4	9	94	-20
Cc1ccc(CNC(=O)C(Cc2ccccc2)NS(=O)(=O)c2ccc3c(c2)CCC(=O)N3)cc1 (configuration not stated)	1710	6.7	2	12	.	4	10	2	1	107	.
CCOC(=O)c1c(C)[nH]c2c1-c1ccccc1C(=O)C2=O	1643	0.8	-3	4	-0.16	16	-4	3	-4	106	-19
COc1cccc(-c2nc(CS(=O)(=O)CC(=O)N3CCc4ccccc4C3)c(C)o2)c1	1694	2.0	0	7	.	9	9	4	2	98	0
O=C(NNc1ccc([N+](=O)[O-])cc1)c1ccccc1F	1484	0.2	-4	-1	-0.38	-5	-5	3	-12	113	6
Cc1ccc(N2C(=O)CC(Sc3nc(-c4ccccc4)c4cc(Cl)ccc4n3)C2=O)c(C)c1 (configuration not stated)	1547	4.5	7	-2	.	-1	-3	-2	-2	104	-6
Cc1ccccc1CN(c1ccc(C(=O)Nc2ccccc2C(=O)NCc2ccco2)cc1)S(C)(=O)=O	1724	6.9	-9	10	1.1	4	4	-1	-2	101	.
COc1cccc(NC(=O)C2CC(=O)n3cnnc3S2)c1 (configuration not stated)	1645	-1.0	-16	6	-0.13	9	19	0	8	95	.
COc1cc(CN2CCC(C(=O)NC3CCCC3)CC2)cc(OC)c1O	1712	-0.8	-5	11	0.53	9	1	1	11	92	-8

Additional results:
structure	TR-FRET SRC-2 ct	RAM inhibit	TLR4-MyD88 BLA	PPARg SRC-3 ag	ROMK primary	PPARg SRC1 recr	STAT1 blocker	PPARg SRC-2 ag	STAT3 blocker	STAT3 activator	S1P3 antagonist
COc1ccc(O[C@H]2C=C[C@@H](c3ccccc3)O[C@@H]2COC(=O)CC/C(C)=N/O[C@H](C)c2cn([C@@H]3COC[C@H]3O)nn2)cc1	1578	4.2	-4	-6	-0.17	2	10	6	-13	108	-9
O=C(CCC1CCCCC1)NCc1ccccn1	1635	0.2	0	-2	0.57	0	1	1	6	97	22
COc1ccc(C2=Nn3c(nnc3-c3ccccn3)SC2)cc1OC	1689	-0.7	2	1	-0.1	4	14	-1	-14	115	.
CCOC(=O)C1CCCN(c2nc(C)nc3c2oc2ccccc23)C1 (configuration not stated)	1504	1.1	-6	-16	-1.6	-2	6	-1	19	88	.
O=C1CCCC2=C1C(c1ccsc1)CC(=O)N2c1nnc(SCc2ccccc2)s1 (configuration not stated)	1493	3.8	1	-2	.	0	-5	10	10	99	.
CC(C)CNS(=O)(=O)c1ccc(CCC(=O)Nc2cc(Cl)ccc2Oc2ccccc2)cc1	1427	13*	5	-7	-1.5	-4	4	-12	-6	112	.
Cc1cccc(C(=O)N[C@H](C(=O)Nc2nc3ccccc3[nH]2)C(C)C)c1	1674	2.5	5	1	2.1	10	5	7	-32	130	-9
O=C(NCc1ccco1)c1cnn2cccnc12	1562	0.1	-12	-3	-0.21	-1	-4	-3	-3	104	2
NC(=O)CC1(CC(=O)O)CCCCC1	1480	1.3	-3	8	-0.33	2	2	1	6	97	-14
COCCCNC(=O)Cn1c(=O)n(Cc2ccccc2Cl)c(=O)c2cc(OC)c(OC)cc21	1581	0.8	-6	2	-0.082	-4	8	8	-8	106	-16
COCCN(C(=S)Nc1cccc(C)c1)C(C)c1cccs1 (configuration not stated)	1596	1.5	-6	3	.	-2	3	1	-4	104	1
CCCCn1c(N)c(N(CCOC)C(=O)CCc2ccc(OC)cc2)c(=O)[nH]c1=O	1479	1.3	-3	-5	.	0	7	-3	12	94	-15

Taken from above (9 entries):
structure	TR-FRET SRC-2 ct	RAM inhibit	TLR4-MyD88 BLA	PPARg SRC-3 ag	ROMK primary	PPARg SRC1 recr	STAT1 blocker	PPARg SRC-2 ag	STAT3 blocker	STAT3 activator	S1P3 antagonist
CCOC(=O)C1CCCN(c2nc(C)nc3c2oc2ccccc23)C1 (configuration not stated)	1504	1.1	-6	-16	-1.6	-2	6	-1	19	88	.
O=C1CCCC2=C1C(c1ccsc1)CC(=O)N2c1nnc(SCc2ccccc2)s1 (configuration not stated)	1493	3.8	1	-2	.	0	-5	10	10	99	.
CC(C)CNS(=O)(=O)c1ccc(CCC(=O)Nc2cc(Cl)ccc2Oc2ccccc2)cc1	1427	13*	5	-7	-1.5	-4	4	-12	-6	112	.
Cc1cccc(C(=O)N[C@H](C(=O)Nc2nc3ccccc3[nH]2)C(C)C)c1	1674	2.5	5	1	2.1	10	5	7	-32	130	-9
O=C(NCc1ccco1)c1cnn2cccnc12	1562	0.1	-12	-3	-0.21	-1	-4	-3	-3	104	2
NC(=O)CC1(CC(=O)O)CCCCC1	1480	1.3	-3	8	-0.33	2	2	1	6	97	-14
COCCCNC(=O)Cn1c(=O)n(Cc2ccccc2Cl)c(=O)c2cc(OC)c(OC)cc21	1581	0.8	-6	2	-0.082	-4	8	8	-8	106	-16
COCCN(C(=S)Nc1cccc(C)c1)C(C)c1cccs1 (configuration not stated)	1596	1.5	-6	3	.	-2	3	1	-4	104	1
CCCCn1c(N)c(N(CCOC)C(=O)CCc2ccc(OC)cc2)c(=O)[nH]c1=O	1479	1.3	-3	-5	.	0	7	-3	12	94	-15

Next entries
structure	TR-FRET SRC-2 ct	RAM inhibit	TLR4-MyD88 BLA	PPARg SRC-3 ag	ROMK primary	PPARg SRC1 recr	STAT1 blocker	PPARg SRC-2 ag	STAT3 blocker	STAT3 activator	S1P3 antagonist
CCN(CC)S(=O)(=O)c1ccc(NC(=O)c2cc(-c3ccccc3)nc3ccccc23)cc1	1831	2.1	-3	7	.	2	-1	3	2	97	-28
Cc1cc(C(=O)N/N=C/c2cccn2C)no1	1668	0.5	-5	0	.	4	-1	-2	2	100	6
CC(C)C(NS(=O)(=O)c1cccs1)C(=O)N(C)Cc1ccccc1 (configuration not stated)	1453	0.4	0	-1	-0.54	0	0	4	1	104	.
Cc1ccccc1-n1c(C)nc2ccccc21	1551	-0.3	9	1	.	3	1	-2	1	105	-15
Cn1c2c(c(=O)n(C)c1=O)C(NC(=O)c1ccco1)(C(F)(F)F)C(=O)N2 (configuration not stated)	1585	0.4	9	-3	0.74	-1	-4	-4	9	94	12
CNC(=S)Nc1cccc([N+](=O)[O-])c1	1454	1.5	2	6	0.69	1	0	6	10	98	-9
O=C(Nc1ccccc1)Nc1ccc(C(=O)N2CCCC2)cc1	1686	0.9	-4	3	0.14	-2	30	-7	45*	64	-17
CCN(CC)CCCNC(=O)Cn1nc([N+](=O)[O-])c(Cl)c1C	1555	3.3	3	2	0.6	10	-2	4	4	99	-6
CN(CC(=O)Nc1ccccc1Cl)C(=O)CSc1nnc(-c2ccco2)o1	1534	-0.3	-3	-2	3.5	-6	2	-4	6	102	-7
CCCCn1c(SCC(=O)NNC(=O)c2ccco2)nnc1-c1ccco1	1478	0.9	-2	0	-0.13	4	-15	-4	5	97	-7
COc1ccc(OC)c(NC(=O)Cn2cccc2)c1	1511	-0.5	4	7	0.038	8	-6	-3	7	97	5
CCOC(=O)CN=C(NS(=O)(=O)c1ccc(Cl)cc1)c1ccccc1	1471	2.5	16	-1	0.87	13	-3	4	9	96	8

Other records follow.
structure	TR-FRET SRC-2 ct	RAM inhibit	TLR4-MyD88 BLA	PPARg SRC-3 ag	ROMK primary	PPARg SRC1 recr	STAT1 blocker	PPARg SRC-2 ag	STAT3 blocker	STAT3 activator	S1P3 antagonist
CC(=O)NC1=NC(=O)/C(=C/c2cc(C)n(-c3ccc(NC(C)=O)cc3)c2C)S1	1615	4.2	4	24*	0.007	3	-7	5	6	100	-8
O=C(O)CSc1nnc(NC(=O)c2ccc3c(c2)OCO3)s1	1632	2.0	15	1	0.52	2	38*	3	21	91	-7
CCc1nnc(NC(=O)C(C)C)s1	1438	1.2	-4	8	-1.2	1	-2	0	3	97	.
COc1ccc(C(O)(CCc2ccccc2)CCN2CCCCC2)cc1 (configuration not stated)	1588	-1.1	-4	-2	-0.11	5	1	1	-2	104	7
COc1cc(C(C(=O)NC2CCCCC2)N(Cc2cccs2)C(=O)Cc2c[nH]c3ccccc23)cc(OC)c1OC (configuration not stated)	1688	5.8	-12	-1	.	-5	11	10	8	99	.
Cc1cccc(C(=O)N2CCc3cc(-c4nc(NC(=O)Cn5nnc6ccccc6c5=O)sc4C)ccc32)c1	1527	5.0	-9	0	.	7	5	5	10	91	-2
O=c1c2[nH]c3ccccc3c2nc2n1CCCS2	1627	0.1	-4	-4	0.46	16	-1	-2	10	101	-2
O=C(Nc1cccc(S(=O)(=O)NC2=NCCCCC2)c1)C1COc2ccccc2O1 (configuration not stated)	1668	4.3	3	-1	-1.3	0	4	10	0	100	-29
COC(=O)Nc1nc2c(s1)CCCC2	1554	0.3	3	-1	.	2	5	0	12	95	-1
CCO[C@H]1OC(C(N)=O)=C[C@@H](C2CCCCC2)[C@@H]1CCCO	1408	0.8	-4	-6	.	-8	-6	-6	.	.	-1
CCOC(=O)c1ccc(Oc2nc(SC)nc(N(C)C)n2)cc1	1516	1.3	-7	-3	.	-3	5	3	15	91	20
COc1ccccc1C(=O)N1c2ccccc2Sc2ccccc21	1478	3.7	-7	3	.	-2	-4	-1	-1	103	13
CCOC(=O)N1CCC2(CC1)C(C#N)=C(N)OC1=C2C(=O)CCC1	1635	0.6	-8	7	-1.1	6	3	9	8	95	1
O=C(O)c1cc(S(=O)(=O)N2CCCCCC2)ccc1Cl	1481	1.4	6	-8	0.45	6	13	0	3	100	12
C/C(=N\NC(=O)c1csc2ccccc12)c1ccc(O)cc1	1601	0.4	-11	1	-0.52	-2	-3	4	0	100	.

Bioassay records deposited in PubChem BioAssay by several laboratories.
